CCT modulator: modulators of cytosolic chaperonin (CCT/TRiC) activity; purified chaperonin ATPase assay, HTRF ADP detection, 30 min; activity change, % (concentration not given with the values), hits read low; 360,000 compounds, 0.3% hits; in the data active = activity change below about -30%; also: % is scaled to controls: 0 for no effect and ±100 for the full control effect
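ATPase activity: ADP formed was measured by HTRF Transcreener (665/615 nm ratio) after 30 min at 37 deg C with 10 uM ATP. Compounds screened at one 76 uM concentration against 40 or 20 nM TRiC in Tris pH 7.4/KCl/MgCl2/DTT buffer.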
TGFb SMAD3 inh: blocks TGF-b signaling; HepG2 CAGA-GFP TGF-b/SMAD3 reporter, GFP fluorescence, 18 h; TGF-beta stimulated, 500 pg/mL final; Potency, µM (series often up to 46.1 µM), for the others: at the highest dose activity, negative = inhibition, usual class: inhibitors; 410,000 compounds, 1.2% hits; AID 588855; also: potency is read from the fitted curve at half-maximal effect; % is scaled to controls: 0 for no effect and ±100 for the full control effect; nearly all actives have a fitted effect of over 65% in size
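First, reporter cells (HEPG2 CAGA-GFP) rested 2 h at 37 degrees C. Next, compounds were pinned in and TGF-beta added to 500 pg/mL final. After 18 h, GFP was imaged per cell and summed per well.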
EPAC2 ag: agonists of human EPAC2 (RAPGEF4); 360,000 compounds, 0.079% hits; EPAC2 activation, biochemical qHTS; response scale: 100% = 6.5 mM cAMP response; Potency, µM (top dose mostly 154 µM), inactives show at the highest dose activation, usual class: activators; Q8WZA2; also: potency is read from the fitted curve at half-maximal effect; nearly all actives have a fitted effect of over 50% in size
Target sequence (Q8WZA2 whole entry, looked up): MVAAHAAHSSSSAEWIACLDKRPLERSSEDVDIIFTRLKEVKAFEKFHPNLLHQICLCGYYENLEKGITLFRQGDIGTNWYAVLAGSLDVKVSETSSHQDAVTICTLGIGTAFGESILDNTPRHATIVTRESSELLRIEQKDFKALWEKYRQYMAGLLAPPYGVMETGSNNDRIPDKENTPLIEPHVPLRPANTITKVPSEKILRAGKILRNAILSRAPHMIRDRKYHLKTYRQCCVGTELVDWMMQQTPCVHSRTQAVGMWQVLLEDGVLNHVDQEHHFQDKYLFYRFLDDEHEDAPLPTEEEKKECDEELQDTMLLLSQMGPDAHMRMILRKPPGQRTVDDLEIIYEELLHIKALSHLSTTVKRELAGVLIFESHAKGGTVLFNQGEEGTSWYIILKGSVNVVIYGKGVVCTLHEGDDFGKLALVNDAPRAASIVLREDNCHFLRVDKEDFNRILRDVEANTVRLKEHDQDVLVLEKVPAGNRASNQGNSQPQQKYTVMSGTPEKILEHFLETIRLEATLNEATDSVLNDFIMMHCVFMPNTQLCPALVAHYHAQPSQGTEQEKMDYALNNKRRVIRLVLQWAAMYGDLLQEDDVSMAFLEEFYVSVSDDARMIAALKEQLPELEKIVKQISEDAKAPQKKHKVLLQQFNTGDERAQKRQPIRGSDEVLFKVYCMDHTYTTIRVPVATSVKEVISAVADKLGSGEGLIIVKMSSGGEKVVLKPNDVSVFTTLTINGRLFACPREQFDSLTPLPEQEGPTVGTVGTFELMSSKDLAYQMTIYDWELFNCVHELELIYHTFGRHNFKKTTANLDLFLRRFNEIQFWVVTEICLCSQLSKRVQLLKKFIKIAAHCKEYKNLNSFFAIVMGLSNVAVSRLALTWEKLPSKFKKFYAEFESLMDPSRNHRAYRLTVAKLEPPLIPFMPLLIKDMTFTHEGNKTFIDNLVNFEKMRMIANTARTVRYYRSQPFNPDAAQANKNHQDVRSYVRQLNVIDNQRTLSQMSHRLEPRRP
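Nucleotide exchange monitored as fluorescence drop when BODIPY-GDP leaves Rap1B. Reaction: 100 nM EPAC2, 250 nM RAP1B-BODIPY-GDP, 50 uM GDP, room temperature, kinetic read over 30 min. Activity expressed relative to 6.5 mM cAMP.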
A549 tox: counter-screen for Nrf2 inhibitors: cytotoxicity in A549 cells | A549 ARE-Fluc cells, CellTiter-Fluor viability, 18-24 h | Potency, µM (series often up to 46 µM), without a hit: at the top dose activity change, negative = cytotoxicity, actives largely listed as inhibitors | 390,000 compounds, 0.16% hits | AID 504648; also: potency is read from the fitted curve at half-maximal effect; % is scaled to controls: 0 for no effect and ±100 for the full control effect
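A549 ARE-Fluc cells in 5% FBS OPTI-MEM, 5000 cells/well, rested 2 h then exposed to compounds in concentration-response for 18-24 h at 37 °C. Viability by CellTiter-Fluor fluorescence (Ex 405/Em 525) after 30 min; luciferase luminescence (BugLite, 15 min, RT) read afterwards.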
Nrf2 block: Nrf2 pathway inhibition; A549 ARE-Fluc reporter, luciferase luminescence, 18-24 h; Potency, µM (highest dose often 46 µM), for the others: top-dose activity change, negative = inhibition, hits mostly inhibitors; 360,000 compounds, 2.1% hits; also: potency is read from the fitted curve at half-maximal effect; % is scaled to controls: 0 for no effect and ±100 for the full control effect; nearly all actives have a fitted effect of over 60% in size
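A549 ARE_Fluc cells, 5000/well, 5% FBS OPTI-MEM; compounds in dose-response, 18-24 h at 37 °C/5% CO2; CellTiter-Fluor viability read (Ex 405/Em 525), then BugLite luciferase luminescence = Nrf2 activity.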
EPAC2 antag: EPAC2 (human) antagonism. 360,000 compounds, 0.18% hits. Potency, µM (series often up to 114 µM), for the others: top-dose activity, negative = inhibition, most hits filed as inhibitors. EPAC2 GEF exchange of Rap1B-BODIPY-GDP, fluorescence; also: potency is read from the fitted curve at half-maximal effect; % is scaled to controls: 0 for no effect and ±100 for the full control effect; nearly all actives have a fitted effect of over 45% in size; many of its hits are not listed in these tables
MmCpn inh: M. maripaludis TRiC chaperonin inhibition | AID 504842 | 330,000 compounds, 0.031% hits | Potency, µM (top dose mostly 76.9 µM), for the others: at the highest dose activity, negative = inhibition, hits mostly inhibitors | purified Mm-Cpn ATPase, ADP Transcreener TR-FRET; also: potency is read from the fitted curve at half-maximal effect; % is scaled to controls: 0 for no effect and ±100 for the full control effect; nearly all actives have a fitted effect of over 80% in size
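Eu-cryptate anti-ADP/ADP-d2 competition gives a ratio inversely related to ADP. Enzyme at 25 nM was pre-exposed to compound for 10 min, then given 10 uM ATP for 30 min, 37°C throughout.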
Nrf2 activator: activates Nrf2 signaling; 410,000 compounds, 0.31% hits; AID 624171; AREc32 ARE-luciferase reporter (MCF7-derived line), luminescence, 24 h; Potency, µM (top dose mostly 46.1 µM), inactives show at the top dose activation, usual class: activators; also: potency is read from the fitted curve at half-maximal effect; % of control where 0% means no effect; nearly all actives have a fitted effect of over 65% in size
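AREc32 cells carrying an ARE-driven firefly luciferase, 1000 cells/well in OPTI-MEM with 5% FBS, dosed after overnight attachment and incubated 24 hr at 37 deg C. Steady-Glo luminescence read after 30 min at RT.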
pAkt inh: blocks phosphorylation of Akt; 360,000 compounds, 0.32% hits; activity change, % for hits at 50 µM; Neuro2A IGF-stimulated pAkt S473 HTRF, 20 min; hits give low values; in the data active = activity change below about -80%; inconclusive = mostly about -51% to -80%; also: % is scaled to controls: 0 for no effect and ±100 for the full control effect
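Single-point screen (50 µM final compound) in Neuro2A cells stimulated 20 min with 6 nM IGF at 37 deg C. After lysis, Ser473-phosphorylated Akt read by HTRF (ex 330 nm, em 615/665 nm) as the 665/615 ratio.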
An asterisk follows results filed as active; i = inactive; ? = inconclusive; . = not tested or not shown; [ ] = another dose, or the depositor's remark. Unless noted, calls follow the shape of the dose curve; as a rule, active = well fitted curve in the direction sought with a large enough effect; inconclusive = small, poorly fitted or top-dose-only effect, or another doubt; inactive = no such curve, though single readings can be large; an effect the other way counts as inactive or inconclusive.

molecule	CCT modulator	TGFb SMAD3 inh	EPAC2 ag	A549 tox	Nrf2 block	EPAC2 antag	MmCpn inh	Nrf2 activator	pAkt inh
O=C(Nn1c(-c2ccc(F)cc2)nc2ccccc2c1=O)c1cccnc1	3.0	0%	-4%	-13%	-3%	2%	0%	2.2%	i
O=C(O)Cn1nc(-c2ccccc2)cc1-c1ccccc1	-1.3	-13%	4%	0%	2%	-2%	2%	-0.5%	i
O=C(Cc1ccc(Cl)cc1)c1c[nH]c(C(=O)NCCCN2CCOCC2)c1	-1.6	8%	1%	0%	-29%	7%	3%	2.8%	i
Cc1ccc(Cl)cc1N1CCN(C(=O)c2ccc(CN3CCOCC3)cc2)CC1	-1.9	?	4%	0%	?	6%	2%	-0.6%	i
Cc1cc(=O)n(CC(=O)NC(C)c2ccccc2)c2c1c(C)nn2-c1cccc(F)c1 (stereo not given)	.	-11%	.	3%	?	.	.	-0.1%	.
CCOC(=O)N1CCN(Cc2nc3cc(NC(=O)CC(C)C)ccc3n2CC)CC1	0.7	-16%	1%	-3%	-8%	1%	-5%	-0.1%	i
CCCNC(=O)c1ccccc1N1CCN(CCCCN2C(=O)C3CCCCN3C2=O)CC1 (stereo not given)	-2.8	21%	3%	6%	-9%	2%	-1%	0.3%	i
COCC(=O)N(Cc1cc2cc(OC)ccc2[nH]c1=O)c1ccccc1	-5.7	-12%	-2%	-3%	3%	3%	1%	0.0%	i
COc1ccc(CC2(CO)CCN(Cc3cnn(C)c3C)CC2)cc1	-1.4	2%	8%	1%	-5%	18%	-1%	0.1%	i
Cc1c(C(=O)N2CCC(N3CCSCC3)CC2)oc2c(F)cccc12	1.1	4%	2%	0%	9%	-6%	-3%	-0.2%	i
O=C(NCCC1=CCCCC1)C1CCN(C(=O)Nc2ccccc2)CC1	-0.5	2%	-9%	-6%	17%	-2%	-1%	0.2%	i
CCOC(=O)C(=O)Nc1cc(C)on1	-5.2	8%	0%	-1%	1%	10%	0%	0.3%	i
CC1CCCC(C)N1C(=O)COC(=O)CNS(=O)(=O)c1ccc2ccccc2c1 (stereo not given)	0.5	1%	-4%	.	.	8%	.	-2.1%	i
COc1cccc(N2CCN(C3CCCC(C)C3)CC2)c1 (stereo not given)	0.6	-1%	5%	-2%	.	0%	-2%	0.4%	i
CSc1cccc(CNC(=O)C2CCC(=O)N(CC3CCCCC3)C2)c1 (stereo not given)	-3.4	-24%	6%	0%	-7%	-8%	-3%	-0.2%	i
Cc1ccc(CC2CC(=O)N(c3nc(C)cc(C)n3)C2=O)cc1 (stereo not given)	1.0	1%	15%	-11%	2%	-5%	3%	3.9%	i
CCCCCCCc1nc2sc3c(c2c(=O)n1N)CC(C)(C)OC3	-1.3	-1%	-9%	-7%	1%	-8%	-1%	0.3%	i
CCn1c(CNC(=O)c2cccnc2)cc2ccccc21	-1.8	-16%	7%	-4%	-7%	-1%	0%	-0.2%	i
Cc1ccc2oc(=O)c3cnn(CC(=O)Nc4ccc(Br)cc4C)c3c2c1	.	-22%	.	0%	-8%	.	.	0.1%	.
CCCCOC(=O)c1ccc(Nc2nc3ccc(C)cc3n3cnnc23)cc1	.	9%	.	1%	?	.	.	0.3%	.
COC(=O)[C@H]1C[C@@H]1[C@H](NC(=O)[C@H]1C[C@@H]1[C@H](NC(=O)OCc1ccccc1)c1ccccc1)c1ccccc1	1.6	3%	5%	1%	11%	-1%	3%	0.4%	i
CCCC(CCC(=O)Nc1ccc(C(=O)OCC)cc1)C(=O)O (stereo not given)	0.5	14%	10%	2%	20%	11%	1%	0.0%	i
CCCOc1cccc(C2C(C(=O)c3ccc(C)o3)=C(O)C(=O)N2c2nc(C)c(C(C)=O)s2)c1 (stereo not given)	0.4	14%	-14%	-17%	8%	-1%	-27%	10%	i
O=C(COC(=O)c1ccccc1)c1ccc(Br)cc1	1.3	1%	5%	5%	9%	2%	-1%	4.4%	i
O=C(O)c1ccccc1NC(=O)C1CCN(S(=O)(=O)c2cccc3nsnc23)CC1	-2.1	-4%	3%	1%	-19%	0%	-1%	-0.1%	i
Cc1cccc(NC(=S)NNC(=O)COc2ccc(Cl)cc2Cl)c1	1.1	-30%	-12%	-2%	-5%	11%	?	0.8%	i
COc1ccc(NC(=O)C2=C(C)Nc3nc(CCCO)nn3C2c2ccc(OC)c(OC)c2)cc1 (stereo not given)	-2.6	-2%	1%	1%	-10%	1%	0%	-0.1%	i
CCCCn1c(NC(=O)CC)c(C#N)c2nc3ccccc3nc21	-0.3	3%	3%	0%	-7%	3%	0%	-0.5%	i
CCCCC(=NCCc1c(C)[nH]c2ccccc12)C1=C(O)CC(c2ccccc2)CC1=O (stereo not given)	-0.7	-30%	7%	-13%	?	-1%	0%	-0.2%	i
O=C(Nc1ncccn1)c1ccc([N+](=O)[O-])o1	1.0	?	-28%	?	?	?	0%	?	i

Five of the entries above in order of their number in Nrf2 activator, smallest number first.
structure	Nrf2 activator
O=C(O)Cn1nc(-c2ccccc2)cc1-c1ccccc1	-0.5%
CSc1cccc(CNC(=O)C2CCC(=O)N(CC3CCCCC3)C2)c1 (stereo not given)	-0.2%
COCC(=O)N(Cc1cc2cc(OC)ccc2[nH]c1=O)c1ccccc1	0.0%
COc1ccc(CC2(CO)CCN(Cc3cnn(C)c3C)CC2)cc1	0.1%
CCCOc1cccc(C2C(C(=O)c3ccc(C)o3)=C(O)C(=O)N2c2nc(C)c(C(C)=O)s2)c1 (stereo not given)	10%

Looked up above:
Reading for CCCCC(=NCCc1c(C)[nH]c2ccccc12)C1=C(O)CC(c2ccccc2)CC1=O (stereo not given) under A549 tox: -13%
Reading for CCCCCCCc1nc2sc3c(c2c(=O)n1N)CC(C)(C)OC3 under CCT modulator: -1.3

New compounds follow:
molecule	CCT modulator	TGFb SMAD3 inh	EPAC2 ag	A549 tox	Nrf2 block	EPAC2 antag	MmCpn inh	Nrf2 activator	pAkt inh
CCn1ncc(C2=NOC(C(=O)Nc3cc(OC)c(Cl)cc3OC)C2)c1C (stereo not given)	0.5	?	6%	21%	15%	4%	1%	-0.7%	i
CC(C)n1nnnc1C1c2ccccc2C(=O)N1CCc1ccccc1F (stereo not given)	1.3	.	8%	.	.	-12%	.	14%	i
CCOC(=O)C1CCCN(C2CC(=O)N(c3ccc(C)cc3)C2=O)C1 (stereo not given)	2.0	1%	4%	4%	10%	7%	2%	-0.1%	i
COc1cc(NC(=O)c2cccs2)c(OC)cc1NC(=O)CCn1nnc2ccccc21	-0.2	0%	10%	?	0%	-4%	-1%	4.4%	.
Cc1cc(C)c(C)c(S(=O)(=O)N2CCN(C(=O)C3CCC3)CC2)c1C	-0.7	-9%	1%	-2%	3%	1%	1%	-0.6%	i
COc1cc(-c2nc(-c3ccccn3)no2)cc(OC)c1OC	-2.0	-2%	11%	0%	?	-4%	1%	4.0%	i
Cc1ccc(-n2nc3c(c2NC(=O)/C=C\c2ccc4c(c2)OCO4)CSC3)cc1	0.0	-3%	19%	-7%	-12%	-5%	-15%	-1.3%	i
COc1ccc(NC(=O)c2sc(NC(=O)COc3ccccc3)nc2C)cc1	-1.4	6%	5%	0%	18%	8%	1%	4.7%	i
COc1ccc2cc(C=O)n(C)c2c1	-2.8	-18%	2%	0%	7%	5%	2%	-0.4%	i
Cc1ccc(C(=O)O/N=C(\N)c2ccccn2)cc1C	2.5	-6%	13%	0%	?	-5%	-9%	-2.6%	i
COc1ccc(C(=O)C2CCCN(C(=O)/C=C/c3cnc[nH]3)C2)c(C)c1 (stereo not given)	-0.9	-28%	-7%	-2%	4%	16%	-3%	0.2%	i
C=CCn1c(SCC(=O)Nc2ccccc2OC)nc(O)c(CC)c1=O	0.0	6%	3%	-1%	.	2%	1%	0.8%	i
COc1ccccc1C(=O)Nc1ccc(S(=O)(=O)Nc2cc(C)on2)cc1	-3.3	0%	0%	-4%	-21%	2%[57.1 µM]	-3%	0.2%	i
S=C(NCC1CCCO1)Nc1cccc2ccccc12 (stereo not given)	-2.7	27%	16%	12%	0%	1%	-10%	3.1%	i
CN(CC(=O)Nc1ccccc1Br)C(=O)c1ccccc1Sc1ccccc1C#N	0.1	4%	9%	-14%	-28%	-18%	.	0.8%	i
COc1ccc(NC(=O)CSc2nncs2)cc1S(N)(=O)=O	-1.6	8%	-8%	-1%	-17%	3%	-1%	0.4%	i

Quoted at random: two entries already listed, in no set order.
molecule	CCT modulator	TGFb SMAD3 inh	EPAC2 ag	A549 tox	Nrf2 block	EPAC2 antag	MmCpn inh	Nrf2 activator	pAkt inh
COc1ccc(C(=O)C2CCCN(C(=O)/C=C/c3cnc[nH]3)C2)c(C)c1 (stereo not given)	-0.9	-28%	-7%	-2%	4%	16%	-3%	0.2%	i
COc1ccc2cc(C=O)n(C)c2c1	-2.8	-18%	2%	0%	7%	5%	2%	-0.4%	i

Screening data from PubChem.

Some of the compounds tested; the hit share may differ from the screen's.
